High-throughput results from PubChem.
PV pol inh – poliovirus RNA polymerase inhibition. P03300. poliovirus polymerase elongation, fluorescence polarization; hits give low values. % elongation, % (compound at 16.7 µg/mL). actives 0.66% (n = 150,000). AID 588519; in the data active means % elongation below about 90%; further: some results filed as inactive read as strong as hits
Target sequence (P03300 1749-2209 limits assumed): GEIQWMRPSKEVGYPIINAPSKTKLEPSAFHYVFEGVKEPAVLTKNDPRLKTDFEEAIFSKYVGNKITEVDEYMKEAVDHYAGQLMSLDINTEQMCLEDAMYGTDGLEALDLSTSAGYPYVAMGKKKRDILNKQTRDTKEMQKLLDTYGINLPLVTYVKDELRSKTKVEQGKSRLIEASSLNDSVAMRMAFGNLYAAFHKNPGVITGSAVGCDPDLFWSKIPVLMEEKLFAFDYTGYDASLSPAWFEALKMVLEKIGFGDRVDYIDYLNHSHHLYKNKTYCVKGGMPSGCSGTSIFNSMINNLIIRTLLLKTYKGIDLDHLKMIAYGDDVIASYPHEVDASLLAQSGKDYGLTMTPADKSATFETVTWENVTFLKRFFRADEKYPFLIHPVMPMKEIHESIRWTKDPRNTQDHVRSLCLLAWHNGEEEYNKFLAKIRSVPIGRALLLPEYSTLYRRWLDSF
PV pol inh FP z-score – further read-out of PV pol inh, marked with its call; z-score; measured here: FP z-score; hits read low
* = called active by the depositor.

Fields: PV pol inh	PV pol inh FP z-score
(1) CC1(C)C2CCC1(CS(=O)(=O)NCc1ccncc1)C(=O)C2 (stereo unspecified)
→ 104	0.8
(2) Cc1ccc2cc(C#N)c(N3CCCN(S(=O)(=O)c4ccccc4)CC3)nc2c1
→ 99	-0.7
(3) Cn1nc(C(=O)N2CCCc3ccccc32)c2ccccc2c1=O
→ 103	0.8
(4) CCCCNC(=O)C1CCN(S(=O)(=O)CCC)CC1
→ 115	1.1
(5) COc1ccc(S(=O)(=O)NCC(c2ccco2)S(=O)(=O)c2cccs2)cc1OC (stereo unspecified)
→ 107	0.2
(6) Cc1cccc(C)c1NC(=O)C(=O)NCC(c1ccc2c(c1)OCO2)N1CCN(C)CC1 (stereo unspecified)
→ 110	0.7
(7) C#CCn1c(=NC(=O)c2ccc3c(c2)OCCO3)sc2cc(OC)c(OC)cc21
→ 109	0.4
(8) O=C(NCc1cccc(Cl)c1)c1ccc2nc(N3CCCCC3)sc2c1
→ 106	-0.4
(9) COCCn1c(N)c(C(=O)NS(=O)(=O)c2ccc(C)cc2)c(=O)[nH]c1=O
→ 100	-0.1
(10) CS(=O)(=O)Nc1cc(Cl)c(O)c(Br)c1
→ 110	0.5
(11) Cc1cc(C(F)(F)F)c2c(C)nn(-c3ccccc3)c2n1
→ 101	0.1
(12) CCCn1c(=O)cc(N)n(-c2ccccc2C)c1=O
→ 101	0.1
(13) CN(C)S(=O)(=O)N(C)c1ccc(O)cc1
→ 99	-0.2
(14) CCS(=O)(=O)N1CC(=O)N(c2ccc(Cl)cc2C)C(C)(C(=O)NC2CCCCC2)C1 (stereo unspecified)
→ 109	0.8
(15) O=c1n(Cc2ccc(Cl)cc2)c2ccccc2c2nc(-c3ccccc3)nn12
→ 107	0.7
(16) O=S(=O)(c1cccs1)N1CCC(C(c2ccccc2)c2ccccc2)CC1
→ 108	0.9
(17) O=C(O)c1nc(N2CCOCC2)ncc1Cl
→ 92	-1
(18) CC(C)Cc1nn2c(=O)cc(COC(=O)c3ccccc3NC(=O)c3cccs3)nc2s1
→ 99	-1.7
(19) Fc1ccc(N2CCN(Cc3nnc(-c4ccccc4Cl)o3)CC2)cc1
→ 107	0.7
(20) Cn1c(=O)c2c(-c3ccc(Cl)cc3)ccnc2n(C)c1=O
→ 93	-3.4
(21) COc1ccc(Cn2ccc3nc(C)c(C(=O)N4CCN(c5cc(C)ccc5C)CC4)cc3c2=O)cc1
→ 114	1.6
(22) COc1ccc(C(=O)c2ccc(OC)cc2O)c(O)c1
→ 102	0.4
(23) COc1cc2c(cc1OC)C(NNC(=O)C(F)(F)C(F)F)=NC(C)(C)C2
→ 101	-0.1
(24) CC(C)C(=O)Nc1cccc(C(=O)Nc2nnc(C(F)(F)F)s2)c1
→ 104	-0.2
(25) COc1ccc(-c2[nH]c3ccccc3c2SCCNC(=O)c2cc(OC)c(OC)c(OC)c2)cc1
→ 102	-0.9
(26) N#Cc1ccccc1NC1=CC(=O)CCC1
→ 102	0.8
(27) Cc1cc(C)nc(Nc2ncc(O)n2-c2ccc(Cl)c(Cl)c2)n1
→ 103	0.5
(28) CC(C)Nc1nc2c(S(=O)(=O)c3cccc(Cl)c3)nnn2c2ccsc12
→ 110	0.5
(29) O=C(CSc1nnc(-c2ccc(Cl)s2)o1)N1CCCc2ccccc21
→ 106	0.8
(30) NS(=O)(=O)c1ccc(NC(=O)C2CCCO2)cc1 (stereo unspecified)
→ 105	1.5
(31) O=C(NCCc1ccsc1)c1cnn2ccccc12
→ 102	0.2
(32) O=C(Nc1cccc(F)c1)C1CCN(c2nc3ccccc3[nH]2)CC1
→ 113	1.4
(33) CC1CCC(N2CC(=O)N(CCC3=CCCCC3)C(c3ccc(F)cc3)C2=O)CC1 (stereo unspecified)
→ 111	0.5
(34) CCCCN1C(=O)/C(=C2\SC(=Nc3ccc(Cl)cc3)N(C)C2=O)c2ccccc21
→ 103	0.4
(35) COc1ccc(-n2nc(C(=O)NCCCOC(C)C)c3c4ccccc4n(C)c3c2=O)cc1
→ 111	0.9
(36) CN(C)c1nc(-c2ccccc2)c(CC(=O)O)s1
→ 92	-1.6
(37) Cc1nn(C2CCS(=O)(=O)C2)c(Cl)c1CNCC(=O)Nc1ccc(F)c(F)c1 (stereo unspecified)
→ 104	0.2
(38) N#CCC(=O)c1ccc(N)cc1
→ 101	0.6
(39) COc1cccc(Nc2nc3c(S(=O)(=O)c4cc(C)ccc4C)nnn3c3ccsc23)c1
→ 101	-0.7
(40) CC(C)CC(NC(=O)Nc1cccc2ccccc12)C(=O)O (stereo unspecified)
→ 107	0.3
(41) CCn1nc(C)c(NC(=S)NCC2CCCO2)c1C (stereo unspecified)
→ 101	0.4
(42) Cc1cc(C)nc(N2CC(=O)N=C2N)n1
→ 103	0.5
(43) CCOc1ccc(NC(=O)N(Cc2ccc(C)cc2)Cc2ccccn2)cc1
→ 100	-0.1
(44) CCCNC(=O)c1ccc(CS(=O)(=O)c2ccccc2C)o1
→ 101	-0.2
(45) Cc1nc2nc(NC(=O)c3ccc(Cl)cc3)[nH]n2c(=O)c1Cc1ccccc1
→ 104	-0.6
(46) O=S(=O)(Nc1ccc(S(=O)(=O)Nc2ncccn2)cc1)c1ccccc1
→ 101	-0.5
(47) CCN(c1ccccc1)S(=O)(=O)c1cc(Br)cc2c1N(C(=O)C1CC1)CC2
→ 103	-0.7
(48) O=C(c1cc2c(=O)oc3ccccc3c2s1)N1CCN(c2cccc(Cl)c2)CC1
→ 101	-1.1
(49) CCC(Sc1nc2ncccc2[nH]1)C(=O)N1CCCCCC1 (stereo unspecified)
→ 103	0.7
(50) CN1C2CCC1CC(OC(c1ccccc1)c1ccccc1)C2 (stereo unspecified)
→ 101	0.4
(51) c1ccc(-c2cc(N3CCCC3)n3cnnc3n2)cc1
→ 101	-1.2
(52) Cc1ccc(NC(=O)CSC2=Nc3ccccc3C3=NC(Cc4ccccc4)C(=O)N23)cc1C (stereo unspecified)
→ 100	-0.9
(53) Cc1oc(-c2cccc(Cl)c2)nc1CSCC(=O)NCc1ccccc1Cl
→ 108	0.4
(54) O=C(CSCc1ccccc1)Nc1ccccc1C(=O)NCc1ccccc1
→ 106	0.3
(55) COc1cccc(CN2CCCCC2C(=O)O)c1 (stereo unspecified)
→ 101	-0.2
(56) Cc1coc2cc3oc(=O)c(CC(=O)N4CCCC4)c(C)c3cc12
→ 104	1.3
(57) CCCCOc1ccc(C(=O)Nc2sc3c(c2C(=O)OCC)CCCCC3)cc1
→ 102	-0.2
(58) Cc1ccc(NC(=O)c2cccc(N3CCCS3(=O)=O)c2)cc1C
→ 107	0.1
(59) CCN(CC)C(=O)COc1ccc2ccccc2c1Br
→ 105	0.2
(60) Cc1ccc(CCNC(=O)C2CCN(c3nnc(C)c4c(C)n(-c5ccccc5)nc34)CC2)cc1
→ 103	-1.1

Part of the list above, reformatted.
| cpd | Compound | PV pol inh | PV pol inh FP z-score |
| --- | --- | --- | --- |
| 48 | O=C(c1cc2c(=O)oc3ccccc3c2s1)N1CCN(c2cccc(Cl)c2)CC1 | 101 | -1.1 |
| 49 | CCC(Sc1nc2ncccc2[nH]1)C(=O)N1CCCCCC1 (stereo unspecified) | 103 | 0.7 |

(further entries)
Fields: PV pol inh	PV pol inh FP z-score
(61) COc1cc(CNC(=O)c2ccc3nc(Cc4ccccc4)oc3c2)cc(OC)c1OC
→ 112	1.2
(62) CCCc1cc(=O)[nH]c(Nc2ccccc2O)n1
→ 111	1.2
(63) O=C(Nc1ccc2c(c1)OCCO2)C1Cc2ccccc2N1C(=O)OCc1ccccc1 (stereo unspecified)
→ 108	0.5
(64) O=C(COC(=O)C1CCC1)Nc1ccc(F)cc1
→ 103	0.5
(65) N#CC12CC3CC(CC(C3)C1)C2
→ 101	0
(66) COc1ccc(-n2nc3ccc(N)cc3n2)cc1
→ 103	0.3
(67) Nc1c(S(=O)(=O)c2ccccc2)c2nc3ccccc3nc2n1Cc1ccc(S(N)(=O)=O)cc1
→ 100	-0.2
(68) O=C(Nc1ccc(S(=O)(=O)Nc2ncccn2)cc1)c1cccc(Cl)c1
→ 107	0.5
(69) CCc1cccc(N2C(=O)CS(=O)(=O)C23C(=O)N(Cc2ccc(F)cc2)c2ccc(C)cc23)c1 (stereo unspecified)
→ 109	0.6
(70) CS(=O)(=O)N(Cc1ccccc1)c1ccc(C(=O)Nc2cccc(Cl)c2)cc1
→ 102	-0.1
(71) O=C(CC12CC3CC(CC(Br)(C3)C1)C2)Nc1cccnc1
→ 102	0.3
(72) O=C1CC(=O)Nc2cc(S(=O)(=O)Nc3ccc(F)cc3Cl)ccc2N1
→ 106	0.2
(73) CCOc1ccccc1NC(=O)C(C)Sc1cc(-c2ccccc2)nc(C)n1 (stereo unspecified)
→ 114	1.1
(74) CCCCNC(=S)Nc1ccc(SC(F)F)cc1
→ 100	-0.1
(75) CCOc1cc(C(=O)Nc2ccc(-c3nc4cc(C)ccc4o3)cc2)cc(OCC)c1OCC
→ 105	0.2

Structures above with bromine (four):
Fields: PV pol inh	PV pol inh FP z-score
(10) CS(=O)(=O)Nc1cc(Cl)c(O)c(Br)c1
→ 110	0.5
(47) CCN(c1ccccc1)S(=O)(=O)c1cc(Br)cc2c1N(C(=O)C1CC1)CC2
→ 103	-0.7
(59) CCN(CC)C(=O)COc1ccc2ccccc2c1Br
→ 105	0.2
(71) O=C(CC12CC3CC(CC(Br)(C3)C1)C2)Nc1cccnc1
→ 102	0.3

Going on with the list.
Fields: PV pol inh	PV pol inh FP z-score
(76) CCCNC(=O)COc1ccc(OC)cc1
→ 104	0.9
(77) CN(C(=O)CSc1cn(CC(=O)N2CCCC2)c2ccccc12)c1ccccc1
→ 121	0.6
(78) O=C(Cn1ncc2c(=O)oc3ccccc3c21)NCc1ccc(Cl)cc1
→ 106	-0.2
(79) CCc1ccc(NS(C)(=O)=O)cc1
→ 109	0.6
(80) O=C(Cc1ccc(F)cc1)NC1CCCCC1
→ 107	0.4
(81) CC1CCCCN1C(=O)c1ccc(Br)cc1 (stereo unspecified)
→ 104	0.1
(82) S=C(NCc1ccco1)Nc1ccc(N2CCOCC2)c2nonc12
→ 102	1
(83) COc1ccc(S(=O)(=O)N2CCc3ccccc32)cc1C(=O)Nc1ccc2c(c1)OCCO2
→ 102	-0.1
(84) CC1=CC(C)(C)NC(=O)N1c1ccc(C)cc1
→ 101	0.3
(85) O=C(NC(=S)/C(=C(/[O-])c1ccccc1)[n+]1ccccc1)c1ccccc1
→ 98	-0.5
(86) CN(c1cc(C(F)(F)F)ccn1)N1C(=O)CSCC1=O
→ 100	-0.5
(87) COc1cccc(-n2c(SCC(=O)Nc3cccc(C)c3)nc3c([nH]c4ccccc43)c2=O)c1
→ 108	0.2
(88) COc1cc(/C=N/NC(=O)c2ccc(O)cc2)ccc1OCC(=O)N1CC(C)OC(C)C1 (stereo unspecified)
→ 99	-0.2
(89) COc1ccc(CCNc2ncnc3c2cnn3-c2ccc(C)c(Cl)c2)cc1
→ 104	-0.4
(90) COc1ccc(Br)cc1CNC(=O)c1cnc2sc(N3CCCCCC3)nn2c1=O
→ 108	0.2
(91) CN(C)C(=O)C(OC(=O)c1ccc(Cl)c(N)c1)c1ccccc1 (stereo unspecified)
→ 103	0.4
(92) COCCCC/C(=N\OCCN)c1ccc(C(F)(F)F)cc1
→ 98	-0.8
(93) Cc1ccc(S(=O)(=O)NCC(=O)OC2CCOC2=O)cc1 (stereo unspecified)
→ 107	0.5
(94) COc1ccc(-n2c(SCC(=O)Nc3ccc4c(c3)OCO4)nc3c([nH]c4ccccc43)c2=O)cc1
→ 105	-0.5
(95) CCN(CC(=O)Nc1cc(Cl)ccc1C)C(=O)CC1CCCC1
→ 98	-0.7
(96) N#CCCSc1nnc(-c2ccncc2)n1Cc1ccccc1
→ 102	0.2
(97) CCc1ccc(NC(=O)Cn2c(=O)n(-c3cc(OC)c(OC)c(OC)c3)c(=O)c3ccccc32)cc1
→ 104	-0.5
(98) CC1COC(=O)C(NNc2ccc(Cl)c(Cl)c2)=N1 (stereo unspecified)
→ 102	0
(99) CCC(C)OC(=O)COc1ccc2c(=O)c(-c3ccc(OC)c(OC)c3)c(C(F)(F)F)oc2c1 (stereo unspecified)
→ 102	0.2
(100) CSc1ccc(CNC(=O)c2ccccc2NC(=O)c2nsc3ccccc23)cc1
→ 108	0.2
(101) CC1=C(C(=O)c2ccccc2)C(c2ccc(C)cc2)NC(=O)N1 (stereo unspecified)
→ 102	0.1
(102) Cc1ccc(-c2onc(C)c2C)cc1S(=O)(=O)NC1CCCCC1
→ 111	0.9
(103) Cc1cc2c(cc1NC(=O)c1ccccc1Cl)n(C)c(=O)c(=O)n2C
→ 108	0.7
(104) CCOC(=O)C(C)Sc1nnc(NC(=O)Nc2ccc(F)cc2)s1 (stereo unspecified)
→ 104	0.5
(105) Cc1nnc(NCc2ccco2)s1
→ 99	-0.5
(106) COc1cc(-c2nc3ccccc3nc2-c2ccc(O)c(OC)c2)ccc1O
→ 101	0.3
(107) COc1ccc(Cc2nc3ccccc3[nH]c2=O)cc1
→ 109	0.7
(108) O=C(NCC1COc2ccccc2O1)c1ccc2c(Cl)c3c(nc2c1)CCCC3 (stereo unspecified)
→ 102	0.2
(109) O=C(Nc1ccc(OC(F)(F)F)cc1)Nc1cc(C(F)(F)F)ccn1
→ 103	0.4
(110) O=c1cc(CSc2nnc(-c3cccnc3)n2-c2ccccc2F)nc2sccn12
→ 94	-2
(111) c1ccc2[nH]c(NCCCN3CCOCC3)nc2c1
→ 101	0.2

Three entries from above, arranged by length of the SMILES, descending.
Fields: PV pol inh	PV pol inh FP z-score
(108) O=C(NCC1COc2ccccc2O1)c1ccc2c(Cl)c3c(nc2c1)CCCC3 (stereo unspecified)
→ 102	0.2
(109) O=C(Nc1ccc(OC(F)(F)F)cc1)Nc1cc(C(F)(F)F)ccn1
→ 103	0.4
(111) c1ccc2[nH]c(NCCCN3CCOCC3)nc2c1
→ 101	0.2

Not all compounds are listed; count on the stated rates, not on these rows.
